Screening data (PubChem BioAssay)
RPL19A-GFP yeast – alters RPL19A-GFP fluorescence in TOR pathway yeast screen | S. cerevisiae RPL19A-GFP strain, flow cytometry, 3 h; hits give low values | percent response vs DMSO, % at 10 µM | 330,000 compounds, 0.3% hits;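 active means percent response vs DMSO below 50%; inconclusive means fewer than 70 events counted for the yeast strain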;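 further: median channel GFP fluorescence of the barcoded RPL19A-GFP strain; ratio of sample median GFP to plate DMSO average so 100% = DMSO; lower means less RPL19A-GFP as with rapamycin TOR inhibition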
LAP4 TOR yeast – yeast TOR pathway LAP4-GFP modulation | AID 2023 | GFP response vs DMSO, % at 10 µM | S. cerevisiae LAP4-GFP multiplex, flow cytometry GFP, 3 h; median GFP as percent of DMSO wells | 320,000 compounds, 0.34% hits;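 active means GFP response vs DMSO above a set limit, about the screen mean plus 3 SD, cut at about 150% in these data; inconclusive means under 70 cell events counted for the yeast strain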
MEP2 TOR yeast – alters MEP2-GFP fluorescence in TOR pathway yeast screen. S. cerevisiae MEP2-GFP strain, flow cytometry GFP, 3 h; 100% = DMSO control level. GFP response vs DMSO, % at 10 µM. 330,000 compounds, 0.51% hits. AID 2016;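 active means GFP response versus DMSO above a set limit, roughly screen mean plus 3 SD, cut at about 180% in these data; inconclusive means fewer than 70 cells counted for a yeast strain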;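 further: median GFP fluorescence of the barcode-gated MEP2-GFP cells per well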
AHR activator – activates the human aryl hydrocarbon receptor. P35869. 320,000 compounds, 2.5% hits. AHR-responsive luciferase reporter cells, luminescence. activation, % at 5 µM; in the data active means activation above about 47%;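 further: 0% = vehicle wells and 100% = reference agonist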
CIT2 TOR yeast – alters CIT2-GFP fluorescence in TOR pathway yeast screen; 320,000 compounds, 0.065% hits; AID 2029; GFP response vs DMSO, % at 10 µM; S. cerevisiae CIT2-GFP strain, flow cytometry, 3 h; 100 means same as DMSO wells;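 active means GFP response relative to DMSO above a set limit, near the screen mean plus 3 SD, cut at about 150% in these data; inconclusive means Fewer than 70 cells measured for a yeast strain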;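 further: ratio of well median GFP fluorescence to mean of DMSO wells on the plate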
proCasp7 act – activates human procaspase-7, counter-screen for procaspase-3 activators; P55210; recombinant procaspase-7, Ac-DEVD-pNA absorbance 405 nm; D23A/D198A/D206A triple mutant, cannot self-cleave; scale: DMSO 0, 5 µM enzyme 100; activation, % at 8.5 µM; 330,000 compounds, 0.093% hits;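 active means percent activation above the screen-wide mean plus 3 SD, cut at about 25% in these data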
Target sequence (P55210 whole entry D23A/D198A/D206A): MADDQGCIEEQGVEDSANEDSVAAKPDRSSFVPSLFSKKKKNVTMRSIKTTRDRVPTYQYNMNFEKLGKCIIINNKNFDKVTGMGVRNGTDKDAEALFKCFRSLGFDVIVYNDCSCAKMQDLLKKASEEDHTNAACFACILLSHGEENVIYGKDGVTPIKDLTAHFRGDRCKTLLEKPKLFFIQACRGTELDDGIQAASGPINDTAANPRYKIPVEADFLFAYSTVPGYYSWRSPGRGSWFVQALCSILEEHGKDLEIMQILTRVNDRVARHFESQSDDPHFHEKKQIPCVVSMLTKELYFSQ
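Assay system: Uncleavable procaspase-7 mutant enzyme | Input: 2 µM procaspase-7 mutant as dispensed | Timing: 1 h compound preincubation, 2 h substrate cleavage, 25 °C | Repeats: One well per compound | Control set: DMSO wells as 0%, DMSO with 5 µM added PC-7 as 100% | Technique: Epi-absorbance of released pNA at 405 nm, two timepoints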
proCasp3 act – activators of human procaspase-3; recombinant procaspase-3 D3A, Ac-DEVD-pNA absorbance 405 nm; activation, % at 8.5 µM; 330,000 compounds, 0.11% hits;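 active means activation above the mean of all tested compounds plus 3 SD, cut at about 21% in these data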;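 further: 0% = DMSO alone and 100% = DMSO wells spiked with extra 5 µM PC-3 D3A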
Target sequence (P42574 whole entry D9A/D28A/D175A): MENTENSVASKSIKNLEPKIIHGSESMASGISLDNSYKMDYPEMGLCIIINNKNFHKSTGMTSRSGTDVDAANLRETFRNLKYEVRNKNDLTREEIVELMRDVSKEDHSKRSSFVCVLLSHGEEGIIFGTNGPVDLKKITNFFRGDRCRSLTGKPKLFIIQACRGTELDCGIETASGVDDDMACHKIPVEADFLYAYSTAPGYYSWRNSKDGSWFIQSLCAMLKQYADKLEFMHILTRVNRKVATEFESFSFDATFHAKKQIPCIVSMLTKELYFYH
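Assay system – Procaspase-3 D3A mutant · Benchmarks – DMSO low control, extra-enzyme high control · Technique – 405 nm absorbance of p-nitroaniline, reads at 0 and 120 min · Doses – 8.5 µM nominal · Measure – % activation between DMSO and enzyme-spiked controls · Also added – Ac-DEVD-pNA chromogenic peptide substrate · Schedule – 1 h compound preincubation, 2 h substrate hydrolysis at 25 °C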
AGP1-GFP MLPCN – alters AGP1-GFP fluorescence in TOR pathway yeast screen; GFP response vs DMSO, % at 10 µM; 320,000 compounds, 0.02% hits; S. cerevisiae AGP1-GFP multiplex flow cytometry, 3 h; GFP as percent of DMSO wells;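 active means GFP response relative to DMSO above a set limit, near screen average plus 3 SD, cut at about 150% in these data; inconclusive means fewer than 70 cells counted for the yeast strain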;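 further: median GFP channel fluorescence of the gated AGP1 strain per well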
Starred values were filed as active, the others as inactive; ? = inconclusive; nt = no result given; [ ] = remark or other dose.

The opening 4 entries, to show the layout:
SMILES	RPL19A-GFP yeast	LAP4 TOR yeast	MEP2 TOR yeast	AHR activator	CIT2 TOR yeast	proCasp7 act	proCasp3 act	AGP1-GFP MLPCN
O=C(CN1C(=O)C2CC=CCC2C1=O)Nc1ccc(S(=O)(=O)Nc2ncccn2)cc1 (configuration not stated)	102	116	99	3	98	5	2	100
Cc1cc(C(=O)Nc2ccc(S(=O)(=O)N3CCOCC3)cc2)c(C)o1	95	106	101	11	90	6	5	97
CN(C)CCCNc1ncnc2scc(-c3ccccc3)c12	100	101	98	0	95	9	-6	103
COc1ccc(Cc2nc(-c3ccc(NC(=O)c4cccnc4)cc3)no2)cc1	93	93	100	-15	91	-2	-3	91

Main list, previewed entries included:
SMILES	RPL19A-GFP yeast	LAP4 TOR yeast	MEP2 TOR yeast	AHR activator	CIT2 TOR yeast	proCasp7 act	proCasp3 act	AGP1-GFP MLPCN
O=C(CN1C(=O)C2CC=CCC2C1=O)Nc1ccc(S(=O)(=O)Nc2ncccn2)cc1 (configuration not stated)	102	116	99	3	98	5	2	100
Cc1cc(C(=O)Nc2ccc(S(=O)(=O)N3CCOCC3)cc2)c(C)o1	95	106	101	11	90	6	5	97
CN(C)CCCNc1ncnc2scc(-c3ccccc3)c12	100	101	98	0	95	9	-6	103
COc1ccc(Cc2nc(-c3ccc(NC(=O)c4cccnc4)cc3)no2)cc1	93	93	100	-15	91	-2	-3	91
CCCn1c(Nc2cccc(OC)c2)nc2ccccc21	99	92	103	7	106	-8	4	102
C=CCNC(=S)NNC(=O)C(CC(C)C)CC(C)O (configuration not stated)	93	97	92	2	97	4	-4	100
COc1ccc(S(=O)(=O)NCc2csc(C)n2)cc1	107	117	130	0	106	6	-5	108
Oc1[nH]c2ccccc2c1N=Nc1cccc(Cl)c1	99[may fluoresce violet]	91[may fluoresce violet]	104[may fluoresce violet]	41	?	-3	-20	81[may fluoresce violet]
COc1ccc(C(C)=O)c2c1OCCO2	92	93	91	6	95	18	-4	93
O=C1N=C(N2CCOCC2)S/C1=C\c1ccncc1	96	123	96	0	93	2	-5	93
CCOC(=O)c1oc2cccc(O)c2c1CN1CCOCC1	98	96	93	5	93	-1	-5	95
O=C(Nc1cc2c3c(c1)CC(=O)N3CCC2)c1ccccc1F	44*[may fluoresce violet]	?	118[may fluoresce violet]	4	?	-1	-3	?
CC1CCCN(S(=O)(=O)CCNC(=O)c2ccccc2)C1 (configuration not stated)	91	95	93	-1	90	7	1	102
COc1ccc(NS(=O)(=O)c2ccc3nc(COc4cccc5ccccc45)[nH]c3c2)cc1	102	92	100	27	95	7	2	97
Cc1cccc(NC(=O)c2cc(-c3c(C)cc(C)cc3O)n[nH]2)c1	106	110	119	-5	108	0	-3	106
Cc1ccc(C2=N/C(=C\N(C)C)C(=O)O2)cc1	95	107	101	7	102	-2	-6	98
O=C1/C(=C/c2cccs2)SC(=S)N1c1cccc(O)c1	99	88	111	3	118	-20	-15	98
CCN(CC)S(=O)(=O)c1ccc(O)c(C(=O)OCC(=O)Nc2cc(C)c(C)cc2[N+](=O)[O-])c1	93	93	95	4	90	-2	1	87
Cc1ccc(NC(=O)N2CCOCC2)c(C)c1	104	107	103	4	101	1	-4	105
COC(C(=O)NCc1ccc(C)cc1)c1ccccc1 (configuration not stated)	105	88	102	-2	98	5	1	101
Cc1cc(S(=O)(=O)N2CCOCC2)ccc1OCC(=O)N1CCCC1	102	112	114	0	98	-1	3	107
COc1cc(/C=C/c2sc3ccccc3[n+]2CCCS(=O)(=O)[O-])ccc1O	103	95	114	0	115	-9	-7	103
COc1ccccc1N1CCN(C(=O)c2ccncc2)CC1	97	96	96	13	93	7	9	98
COc1ccccc1NC(=O)C1CCN(c2ncnc3c2nc2n3CCCCC2)CC1	104	111	102	5	96	7	3	103
NS(=O)(=O)c1ccc2nc(NC(=O)C3=COCCO3)sc2c1	97	97	96	3	99	4	0	102
Cc1cc(CN2CCCCC2)oc1C(=O)O	98	92	98	1	103	-5	-11	101
CC(=O)CNc1ccc(S(=O)(=O)N/N=C/c2ccccc2)cc1	104	112	106	0	103	-4	-8	109
CNC(=S)N(Cc1ccc(OC)cc1)C1CC(=O)N(c2ccc(C(=O)OC)cc2)C1=O (configuration not stated)	105	99	107	-1	107	-4	-12	104
COc1ccc(C(=O)/C=C/Nc2ccc([N+](=O)[O-])cc2C)c(OC)c1	98	115	105	-1	97	-2	2	96
CCO[C@H]1OC(C(=O)NCc2ccccc2)=C[C@@H](C2CCCCC2)[C@@H]1CCCO	96	130	89	4	109	-1	5	88
COC(=O)[C@]1(CC(C)C)N[C@H](c2ccc(-c3ccc(F)cc3)c(OC)c2)[C@@H]2C(=O)N(C)C(=O)[C@@H]21	98	105	90	3	83	-15	-5	86
CC(=O)C1=C(C)NC(SCC(N)=O)=C(C#N)C1c1cccs1 (configuration not stated)	93	90	102	1	94	2	-3	101
Cc1cc(NC(=O)C(C)N2C(=O)c3ccccc3S2(=O)=O)no1 (configuration not stated)	92	98	98	-1	90	10	5	101
CCCCCCCn1c2c(c(=N)c3ccccc31)CCC2	95	119	104	-4	89	-2	-1	99
C=CCN(c1ccccc1)S(=O)(=O)c1ccc2c(c1)oc(=O)n2C	99	109	95	7	91	-7	-3	89
O=C(Cc1ccccc1F)Nc1ccc(S(=O)(=O)N2CCCC2)cc1	98	88	100	0	99	0	1	93
N#CC1=C(N)Nc2ncnn2C1c1ccc([N+](=O)[O-])cc1 (configuration not stated)	104	96	109	6	106	-22	-14	99
O=C1c2ccccc2C(=O)N1c1ccc(S(=O)(=O)N2CCCCC2)cc1	105	114	111	-4	94	6	6	101
Fc1ccc(CSc2nncn2NC/C=C/c2ccccc2)cc1	99	99	98	2	102	-1	3	99
O=C(Nc1ccc(O)c2c(=O)cc(-c3cccc(Cl)c3)oc12)c1cccc(Cl)c1	90	100	95	15	88	4	-3	80
CS(=O)(=O)N(CC(=O)N1CCOCC1)c1cc(Cl)ccc1Cl	100	91	107	1	101	-15	-1	104
COc1ccc(C2c3c(oc4ccccc4c3=O)C(=O)N2c2ccc(C)cn2)cc1OC (configuration not stated)	98	104	107	3	98	-14	-1	105
COc1ccccc1N1CCN(C(c2cc3ccc(C)cc3[nH]c2=O)c2nnnn2C2CCCC2)CC1 (configuration not stated)	100	100	100	6	96	-4	-4	101
CCSc1nnc(N(CCC#N)CCC#N)s1	97	95	104	-1	79	-5	-6	94
CC(C)(C)NC(=O)C(c1ccncc1)N(C(=O)c1csnn1)C1CC1 (configuration not stated)	100	98	116	-1	105	-4	5	96
O=C(CSc1nnc(-c2c[nH]c3ccccc23)o1)c1ccc(-c2ccccc2)cc1	102	106	101	9	97	8	-2	100
CCOc1nc2ccccc2nc1C	100	97	98	-5	92	2	1	99
COc1ccc(NC(=O)c2ccc3c(c2)NC(=O)CS3)cc1	99	97	96	0	89	-3	11	98
Nc1nc(-c2ccco2)nn1C(=O)c1cccnc1	108	104	113	1	109	4	8	117
Cc1noc(C)c1COc1ccc(C(=O)N2CCC(C(N)=O)CC2)cc1	103	98	105	4	114	-1	7	100
(listing goes on)
SMILES	RPL19A-GFP yeast	LAP4 TOR yeast	MEP2 TOR yeast	AHR activator	CIT2 TOR yeast	proCasp7 act	proCasp3 act	AGP1-GFP MLPCN
O=C(CCCOc1ccccc1)Nc1ncccn1	100	102	101	0	103	-1	-1	101
COc1ccc(C(=O)N2CCC(n3nccc3NC(=O)C3CCOC3)CC2)cc1 (configuration not stated)	99	97	102	-2	96	-5	2	98
COC(CNC(=O)C(=O)NCC1CCCN1S(=O)(=O)c1cccs1)OC (configuration not stated)	97	95	99	1	96	0	-7	96
CCN(CC)S(=O)(=O)c1ccc(N2CCOCC2)c(NC(=O)CC23CC4CC(CC(Br)(C4)C2)C3)c1	105	104	107	-1	103	-15	-7	107
Cc1cccc(-c2nnc(SCC(=O)Nc3cc(C)on3)n2C)c1	98	97	106	-2	104	-3	-4	97
O=C(CN1CCN(CC(=O)Nc2ccc(OCc3ccccc3)cc2)CC1)Nc1ccc(F)cc1	105	111	111	5	107	-3	5	108
Cc1cc(N2CCCC2)nc(SCC(=O)c2ccccc2)n1	100	104	117	20	93	9	-10	105
C#CCCOC(=O)N1C2=NC(C(=O)OC)=C(C(=O)OC)[C@@H]3N(Cc4ccccc4)c4ccccc4[C@]23C[C@H]1C(=O)OC	95	134	88	0	91	2	-8	85
OC(CNC1CCCC1)COCCOc1ccc(Br)cc1 (configuration not stated)	94	94	97	0	96	3	2	89
Cc1ccc(NC(=O)CS(=O)c2ccccc2N)c(C)c1 (configuration not stated)	78	90	132	5	108	-4	-8	73
COc1ccc(C(CC(=O)N2CCN(C)CC2)NC(=O)C(F)(F)F)cc1 (configuration not stated)	104	92	107	0	107	1	5	104
COc1ccc(C2(C(=O)NCCCN(C)C)CCOCC2)cc1	100	98	90	-2	97	-10	-1	98
N#CC1=C(N)OC2=C(CC/C2=C\c2ccccc2Cl)C1c1ccccc1Cl (configuration not stated)	109	97	105	2	98	-33	-32	98
CC(=O)Nc1ccc(-c2ccc3nnc(C)n3n2)cc1	106	107	116	-1	111	-6	-1	105
C#CCn1c(O)c(N=NC(=O)CNC(=O)/C=C/c2ccccc2)c2ccccc21	102	100	103	91*	116	-13	1	101
CS(=O)(=O)NCCSCc1ccc(Cl)cc1	98	88	99	-1	nt	10	6	103
CN(C)C(=O)CSc1nnc(-c2ccc(S(=O)(=O)N3CCCC3)cc2)n1C	99	105	99	1	97	-9	-2	100
CC(C)c1nn2c(=O)cc(O)nc2s1	101	93	101	-1	101	-10	2	100
O=C1CC(c2ccc(F)cc2)CC(O)=C1C=NCCN1CCNCC1 (configuration not stated)	98	96	105	0	88	11	9	100
Cc1cccc(N(C(=O)c2snc(C(N)=O)c2N)C(C(=O)NCC2CCCO2)c2cccs2)c1 (configuration not stated)	98	104	99	5	98	5	4	104
O=C(/C=C/c1ccco1)NC1CCCC1	97	88	88	3	80	-17	-5	86
Cc1nc(-c2ccccn2)nc(SCC(=O)N2CCOCC2)c1Cl	97	107	99	6	90	-4	-4	105
Cc1cc(Cl)c(S(=O)(=O)Nc2cc(S(=O)(=O)N3CCOCC3)ccc2F)cc1OCC(N)=O	96	99	92	1	86	5	5	92
CCOC(=O)/C(=N\Nc1cc(Cl)ccc1Cl)N1CCOCC1	97	80	95	5	93	-1	7	90
NC(=O)c1ccc(NC(=O)CCN2C(=O)c3ccccc3C2=O)cc1	102	109	109	0	94	-1	11	95
O=C(COC(=O)/C=C/c1cccc(F)c1)Nc1ccccc1-c1ccccc1	105	93	100	3	100	-15	2	99
O=C(N/N=C1\C2CN3CCN(C2)CC1(c1ccccc1)C3)Nc1ccccc1	93	96	98	0	105	9	-1	102
Cc1ccccc1NC(=O)Cn1cc(C(=O)C2CC2)c2ccccc21	102	90	96	2	94	-7	-3	99
CC(C)C(NC(=O)c1cccc(S(=O)(=O)N2CCOCC2)c1)C(=O)NCc1ccc(Cl)cc1 (configuration not stated)	98	105	100	1	98	0	3	101
O=C(Cc1ccc(Cl)cc1)Nc1ccc(-c2cc3ccccc3oc2=O)c(Cl)c1	102	99	100	7	103	-3	-2	108
